mHTT-CaM PPI inh = mutant huntingtin-calmodulin interaction inhibitors – biochemical, AlphaScreen, primary screen; AlphaScreen His-mHTT/GST-CaM binding, luminescence; P42858; AID 1671202, 2021; actives 3.6% (n = 190,000); inhibition, % at 15 µM;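 also: 0% = both proteins with DMSO and 100% = one protein alone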
Target sequence (P42858 whole entry, looked up, stated change not applied): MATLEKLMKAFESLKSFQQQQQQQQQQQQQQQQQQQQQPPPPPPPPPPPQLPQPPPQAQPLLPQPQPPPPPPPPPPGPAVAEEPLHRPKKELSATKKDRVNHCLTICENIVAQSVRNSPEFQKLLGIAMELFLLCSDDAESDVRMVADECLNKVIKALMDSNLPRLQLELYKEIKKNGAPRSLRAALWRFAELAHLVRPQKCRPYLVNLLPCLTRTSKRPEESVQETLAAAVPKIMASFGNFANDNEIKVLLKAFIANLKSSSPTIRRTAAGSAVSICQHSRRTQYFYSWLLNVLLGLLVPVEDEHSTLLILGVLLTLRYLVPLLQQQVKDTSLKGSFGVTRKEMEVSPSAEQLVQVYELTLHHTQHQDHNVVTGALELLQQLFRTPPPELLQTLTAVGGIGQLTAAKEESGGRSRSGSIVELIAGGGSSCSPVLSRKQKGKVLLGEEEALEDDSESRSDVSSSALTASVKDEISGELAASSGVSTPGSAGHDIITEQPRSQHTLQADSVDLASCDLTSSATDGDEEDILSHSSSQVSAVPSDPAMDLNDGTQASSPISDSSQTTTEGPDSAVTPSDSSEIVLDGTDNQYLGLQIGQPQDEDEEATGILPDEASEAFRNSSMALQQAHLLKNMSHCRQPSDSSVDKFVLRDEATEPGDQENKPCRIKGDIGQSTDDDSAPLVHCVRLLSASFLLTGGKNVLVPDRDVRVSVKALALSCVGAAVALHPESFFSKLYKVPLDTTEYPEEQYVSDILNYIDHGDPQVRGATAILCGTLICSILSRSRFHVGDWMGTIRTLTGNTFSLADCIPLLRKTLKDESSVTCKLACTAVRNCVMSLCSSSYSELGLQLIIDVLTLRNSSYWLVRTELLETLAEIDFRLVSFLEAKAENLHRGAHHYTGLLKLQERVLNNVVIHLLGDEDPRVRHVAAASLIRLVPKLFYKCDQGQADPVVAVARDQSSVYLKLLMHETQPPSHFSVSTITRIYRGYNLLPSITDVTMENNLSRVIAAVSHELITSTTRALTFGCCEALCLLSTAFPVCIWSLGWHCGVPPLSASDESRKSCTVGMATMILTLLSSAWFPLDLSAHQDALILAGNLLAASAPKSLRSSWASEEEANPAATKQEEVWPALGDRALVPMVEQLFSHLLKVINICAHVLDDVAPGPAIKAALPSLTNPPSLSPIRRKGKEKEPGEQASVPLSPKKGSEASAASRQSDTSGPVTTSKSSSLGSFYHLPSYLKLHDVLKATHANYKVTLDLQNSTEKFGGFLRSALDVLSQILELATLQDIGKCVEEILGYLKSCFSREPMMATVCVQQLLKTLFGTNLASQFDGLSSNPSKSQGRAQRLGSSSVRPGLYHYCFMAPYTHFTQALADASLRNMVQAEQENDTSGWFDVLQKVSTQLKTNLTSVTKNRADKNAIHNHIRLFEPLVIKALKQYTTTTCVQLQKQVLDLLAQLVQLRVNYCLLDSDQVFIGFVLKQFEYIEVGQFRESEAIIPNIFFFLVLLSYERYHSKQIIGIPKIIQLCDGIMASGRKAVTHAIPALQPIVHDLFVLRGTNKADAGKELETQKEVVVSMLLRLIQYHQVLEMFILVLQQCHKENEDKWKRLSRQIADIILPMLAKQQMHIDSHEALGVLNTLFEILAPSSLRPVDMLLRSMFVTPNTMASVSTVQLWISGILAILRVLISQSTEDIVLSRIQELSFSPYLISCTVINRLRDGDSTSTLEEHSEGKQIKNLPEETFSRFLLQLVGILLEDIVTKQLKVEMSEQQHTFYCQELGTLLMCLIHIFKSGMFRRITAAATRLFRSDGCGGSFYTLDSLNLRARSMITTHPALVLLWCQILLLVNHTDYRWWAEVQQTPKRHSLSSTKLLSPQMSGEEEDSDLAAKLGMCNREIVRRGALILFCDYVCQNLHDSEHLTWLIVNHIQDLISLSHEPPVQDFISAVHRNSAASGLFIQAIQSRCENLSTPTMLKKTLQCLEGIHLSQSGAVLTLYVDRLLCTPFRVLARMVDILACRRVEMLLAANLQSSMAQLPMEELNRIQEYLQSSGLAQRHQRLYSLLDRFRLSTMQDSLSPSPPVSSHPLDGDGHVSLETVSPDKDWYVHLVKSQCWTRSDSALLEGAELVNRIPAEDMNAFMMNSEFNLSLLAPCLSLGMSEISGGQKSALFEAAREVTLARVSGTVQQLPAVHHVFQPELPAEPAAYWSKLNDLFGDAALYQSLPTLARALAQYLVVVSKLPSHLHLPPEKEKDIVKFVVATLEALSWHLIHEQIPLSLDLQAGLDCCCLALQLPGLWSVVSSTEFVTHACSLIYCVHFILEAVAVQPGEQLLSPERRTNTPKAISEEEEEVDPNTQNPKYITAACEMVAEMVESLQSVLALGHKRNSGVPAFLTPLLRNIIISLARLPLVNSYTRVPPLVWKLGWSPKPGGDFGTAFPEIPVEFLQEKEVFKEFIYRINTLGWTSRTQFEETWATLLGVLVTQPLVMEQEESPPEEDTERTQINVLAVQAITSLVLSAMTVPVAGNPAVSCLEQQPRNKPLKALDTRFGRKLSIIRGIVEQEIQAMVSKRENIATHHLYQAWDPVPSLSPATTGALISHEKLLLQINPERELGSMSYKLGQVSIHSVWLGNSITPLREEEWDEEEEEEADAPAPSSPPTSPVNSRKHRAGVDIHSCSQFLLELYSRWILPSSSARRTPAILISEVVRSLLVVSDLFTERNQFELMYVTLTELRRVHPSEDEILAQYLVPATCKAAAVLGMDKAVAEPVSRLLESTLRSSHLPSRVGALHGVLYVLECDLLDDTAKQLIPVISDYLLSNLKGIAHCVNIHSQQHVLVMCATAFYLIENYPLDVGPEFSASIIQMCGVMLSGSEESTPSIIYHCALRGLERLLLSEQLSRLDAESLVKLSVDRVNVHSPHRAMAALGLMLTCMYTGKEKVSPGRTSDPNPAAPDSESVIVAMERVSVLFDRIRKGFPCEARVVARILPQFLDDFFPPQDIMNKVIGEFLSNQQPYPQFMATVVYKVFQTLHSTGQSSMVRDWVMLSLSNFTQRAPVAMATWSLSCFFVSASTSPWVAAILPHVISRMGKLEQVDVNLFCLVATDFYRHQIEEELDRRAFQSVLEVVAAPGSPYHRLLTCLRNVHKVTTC
Pf apPOL inh = Pf-apPOL inhibitors, biochemical, fluorescence | Recombinant Pf-apPOL, molecular beacon fluorescence, 1.5 h | inhibition, % at 10 µM | actives 0.25% (n = 210,000)
The depositor's hits bear a star; x = not tested or not shown; & = joins results of further samples. Rule as the data show it: active = inhibition above about 50%; inactive = the rest. Some of the compounds tested, so the mix of outcomes need not match the whole.

SMILES	mHTT-CaM PPI inh	Pf apPOL inh
Cc1ccc(C)c(N2CCN(C(=O)CN3C(=O)CCCc4ccccc43)CC2)c1	2	-2
CC(C)NC(=O)N1CCc2c(c(-c3nc(-c4ccc(F)cc4)no3)nn2C)C1	0	-2
Cc1nc(Cl)c2cc(-c3ccccc3)sc2n1	-14	0
S=c1cc(-c2ccc(Cl)cc2)ss1	x	-2&2
COc1ccc(OC)c(N2CCN(C(=O)c3ccccc3)C(C)C2=O)c1 (centres undefined)	10	-5
Cc1ccc(NS(=O)(=O)c2ccc3c(c2)CCN3C(=O)C2CC2)c(C)c1	1	7
O=C(O)C1CSC(c2cccc(Br)c2)N1 (centres undefined)	-3	-5
FC(F)(F)c1cccc(N=Cc2c(-c3ccccc3)nc3n2CCS3)c1	x	-14
COc1cccc(C=C2Oc3cc(OS(C)(=O)=O)ccc3C2=O)c1OC	-5	-6
OCCN(Cc1ccccc1)CC1CC=CCC1 (centres undefined)	-7	3
COc1cccc(-c2nn(C)c3sc(C(=O)O)cc23)c1	5	-2
O=C(Nc1cccc(Cl)c1)c1ccc2c(c1SCCO)C(=O)c1ccccc1C2=O	45	-2
Cc1ccc(-n2nc3c(c2NC(=O)Cc2ccccc2)CSC3)c(C)c1	33	-3
Cc1cc2cc(CNS(=O)(=O)c3ccc(Cl)cc3)ccc2[nH]1	22	-6
O=C(Nc1cccc(F)c1)c1cc(S(=O)(=O)NCc2ccco2)ccc1F	-4	-2
Cc1cc(NC(=O)C2CCN(c3cncnc3N(C)C)CC2)ccc1F	28	-2
O=C(NCc1cccnc1)O[C@H]1CC[C@@]23CCCN2C(=O)CCC[C@H]3C1	15	-5
CC(C)OC(=O)c1cc2ccccc2oc1=O	-2	0
O=C(c1ccco1)N1CCc2nc3cc(-c4ccccc4Cl)[nH]n3c(=O)c2C1	2	-1
COC(=O)CCN(Cc1cccc(OC)c1OC)S(=O)(=O)c1ccccc1Br	-24	-3
O=C1NC(=Nc2ccc(Br)cc2)SC1Cc1ccccc1 (centres undefined)	3	-1
COc1ccc(NC(=O)Cn2c(C(C)C)nc3c(c2=O)CN(Cc2ccccc2)CC3)cc1	5	15
Cc1ccc(CNC(=O)CCS(=O)(=O)Cc2ccccc2C)cc1	-7	-16
C=CCN1C(=O)NC(c2ccc(Cl)cc2)C(C(=O)NC)=C1C (centres undefined)	-3	-4
O=C(c1cn2cc(-c3ccccc3)ccc2n1)N1CCOCC1	-7	-7

Four compounds picked at random from the list so far, as already listed:
SMILES	mHTT-CaM PPI inh	Pf apPOL inh
COc1ccc(OC)c(N2CCN(C(=O)c3ccccc3)C(C)C2=O)c1 (centres undefined)	10	-5
O=C(O)C1CSC(c2cccc(Br)c2)N1 (centres undefined)	-3	-5
COc1cccc(C=C2Oc3cc(OS(C)(=O)=O)ccc3C2=O)c1OC	-5	-6
O=C(Nc1cccc(Cl)c1)c1ccc2c(c1SCCO)C(=O)c1ccccc1C2=O	45	-2

(further entries)
SMILES	mHTT-CaM PPI inh	Pf apPOL inh
C=C1Cn2c(nc3c2c(=O)n(C)c(=O)n3C)S1	-3	1
Cc1cccc(NC(=O)C2CCN(c3cnn(C)c(=O)c3)CC2)c1	-2	-1
Cc1ccc(C(C)NC(=O)C2CCCN(c3cnc4nccnc4c3)C2)c(C)c1 (centres undefined)	25	-4
Cc1ccc(C)c(C(=O)N2CCC(c3nc(C(=O)N(C)C)c(C)o3)CC2)c1	-3	-3
COc1cccc2cc(C(=O)NC34CC5CC(CC(C5)C3)C4)c(=O)oc12	-5	0
O=C(NC1CCN(c2nnc3ccc(C(F)(F)F)cn23)CC1)c1ccoc1	5	-4
Cc1cc(C)nc(SCc2ccc([N+](=O)[O-])cc2)n1	1	-1
CCC1(CC)COC2(OC1)C(=O)Nc1ccc(F)cc12	x	-2
O=C(O)c1ccccc1NS(=O)(=O)c1ccc2nc(-c3ccccc3)[nH]c2c1	8	2
O=C(NCC1CCCO1)c1cc2nc(-c3ccco3)cc(C(F)(F)Cl)n2n1 (centres undefined)	5	4
O=[N+]([O-])c1ccccc1S(=O)(=O)Nc1cccc(Cl)c1	0	-4
O=C1NC(=Nc2ccccc2)SC1Cc1ccccc1 (centres undefined)	2	-3
COc1ccc(-n2c(CN3CCOCC3)nc3ccc([N+](=O)[O-])cc3c2=O)c(OC)c1	25	5
Cc1nc2ccccc2nc(C)c1=NOCc1ccc(F)cc1	-11	-2
COc1c(Cl)cc(C(=O)NC(C)(C)C)cc1Cl	-10	3
O=C(CSc1nc2ccccc2o1)Nc1ccc(Br)cn1	-1	7
O=C(CCN1C(=O)c2ccncc2C1=O)Nc1ccc(OC(F)(F)F)cc1	1	-3
CC(C)CNCC(O)COC1CC2CCC1(C)C2(C)C (centres undefined)	-6&-7	-4&-18
COc1cc(C2c3c(oc4ccccc4c3=O)C(=O)N2CCN(C)C)cc(OC)c1OC (centres undefined)	3	1
CC1=C(C(N)=O)C(c2cccc(F)c2)n2nc(SCc3ccccc3Cl)nc2N1 (centres undefined)	17	0
COc1ccc(NC(=O)c2ccc(SCCN3CCCCC3)nc2)cc1Cl	1	-3
COC(=O)c1sccc1OCc1nnc(-c2ccc(F)cc2)o1	x	-9
CC(C)c1ccc(N2CC(C(=O)Nc3ccccc3C(F)(F)F)CC2=O)cc1 (centres undefined)	-30	-3
CC(C)Oc1ccc(CN2CCc3nc(Nc4ccc5c(c4)OCCO5)ncc3C2)cc1	72*	-4
COc1cc(S(=O)(=O)Nc2cc(Cl)ccc2O)c(OC)cc1Cl	-2	-11

(next part)
SMILES	mHTT-CaM PPI inh	Pf apPOL inh
COc1cccc(Oc2coc3cc(OS(C)(=O)=O)ccc3c2=O)c1	0	-10
CC(C)c1c(C(=O)NCC2CCCO2)cnn1-c1ccccc1Cl (centres undefined)	2	1
O=C(Nc1ccc(Cl)c(N2CCCS2(=O)=O)c1)c1ccc(Br)o1	-3	-4
CCNC(=O)NCc1cccnc1OCC	-5	0
CC12c3ccccc3C(C)(c3ccccc31)C1C(=O)N(Cc3ccccc3)C(=O)C12 (centres undefined)	-1	-1
COc1ccccc1NC(=O)Cc1ccccc1[N+](=O)[O-]	0	1
O=C(c1cc(-c2ccccc2)n[nH]1)N1CCc2nc3cc[nH]n3c(=O)c2C1	3	-6
O=C(Nc1ccccc1CO)c1cccc(F)c1	-4	-9
Cc1cc(C)cc(-c2nc3cc(C)ccn3c2NC(=O)C(C)C)c1	12	0
Cc1cc(-c2cc(=O)[nH][nH]2)n(C)n1	-2	x
CCC(=O)Nc1nc2c(s1)CN(S(=O)(=O)c1ccccc1)CC2	11	-8
COc1ccc(C(=O)Oc2ccc3c(c2)OC(=Cc2ccc(OC)c(OC)c2OC)C3=O)cc1	1	-10
CC(CNC(=O)c1ccc([N+](=O)[O-])cc1)CN(C)C (centres undefined)	-1	4
Cc1nn(-c2ccccc2)c2nc(C3CC3)nc(N(C)C3CCCCC3)c12	-23	0
O=C(CCC1CCN(c2cc(NC3CC3)ncn2)CC1)NCc1cccc(Cl)c1	3	-3
Clc1cccc(-c2noc(-c3ncn4c3COC(c3ccccc3Cl)C4)n2)c1 (centres undefined)	-3	-7
COc1ccc(C)cc1N1CCN(C(=O)c2cccc(F)c2)C(C)C1=O (centres undefined)	-3	-1
CN(C)C(=O)c1cc(=O)[nH]c2ccc(F)cc12	-1	0
CN(C)c1ccc(C(=O)N2CCC(c3nc(CNC(=O)C4CC4)cs3)CC2)cc1	12	-2
CN1C(=O)C(CC(=O)NCc2ccccc2C(F)(F)F)Sc2ncccc21 (centres undefined)	-10	1
O=[N+]([O-])c1ccc(/C=C/S(=O)(=O)n2ccnc2)cc1	0	0
COc1ccc(/C(C#N)=C/c2ccc3c(c2)OCO3)cc1OC	-14	-3
Cc1ccc(Oc2ccc(-c3nc(N)nc(N)n3)cc2)cc1C	45	-2
N=C1S/C(=C\c2ccc(-c3ccccc3C(=O)O)o2)C(=O)N1c1ccc2c(c1)OCO2	11	-8
NC(=O)CSc1nc(SCC(N)=O)c2ccccc2n1	3	-5

(list continues)
SMILES	mHTT-CaM PPI inh	Pf apPOL inh
CC(C)(C)c1ccc2c(c1)OCCOCCOCCOCCO2	x	0
COc1cc(C2CC(C(F)(F)F)n3ncc(C(N)=O)c3N2)cc(OC)c1OC (centres undefined)	3	-4
Cc1cc(C)n(CC2CCN(C(=O)c3ccc4c(c3)OCO4)CC2)n1	-14	-12
CCN(CC)CCCNC(=O)Cc1cn(C)c2ccccc12	5	-4
O=C(NCc1cccc(F)c1)C1CCc2sc(C(=O)N3CCCC3)cc2C1 (centres undefined)	4	-2
Fc1cccc(C2CC(c3cccs3)Nc3nnnn32)c1 (centres undefined)	-6	6
CCc1cccc(NC(=O)c2ccc(C)c([N+](=O)[O-])c2)c1	-4	-2
COc1cccc(NC(=O)N2CCC(CCOc3cccnc3)CC2)c1	0	-5
Cc1ccc(NC(=O)C2CCN(c3c(C#N)cnc4ccccc34)CC2)c(C)c1	-7	0
Cc1ccccc1Nc1nnc(-c2cc3c(CO)cnc(C)c3oc2=O)s1	9	-6
COc1ccc(NC(=O)CCC(=O)N2CCCn3nc(C)cc32)c(OC)c1	13	-5
Cc1cccc(OCC(=O)N2CCCC(C)(C(=O)NCc3cccc(F)c3)C2)c1 (centres undefined)	6	1
COCCN1CCCc2ccc(NS(=O)(=O)c3ccccc3Br)cc21	6	-4
CCCCN(CC)C(=O)c1cn(CC)c2nc(C)ccc2c1=O	2	-3
COc1ccccc1OCC(=O)NCCCS(=O)(=O)N1CCN(c2ccccc2)CC1	-1	-7
COCCNC(=O)c1ccc([N+](=O)[O-])cc1Cl	-4	9
O=C(C=Cc1ccc2c(c1)OCO2)Nc1ccc(Cl)cc1Cl	x	-3
CN(C)c1ccc(CCCNC(=O)C(=O)Nc2ccc(F)c(Cl)c2)cc1	-1	-6
CS(=O)(=O)N1CCN(c2ccc(Cl)cc2[N+](=O)[O-])CC1	2	-4
COc1cc2c(cc1OC)C(C)N(c1ccc(N3C(=O)CC(C)C3=O)cc1[N+](=O)[O-])CC2 (centres undefined)	60*	-15
Brc1cccc(C2C=C(c3ccc(I)cc3)Nc3ncnn32)c1 (centres undefined)	1	0
O=C(CN1CCC(c2nc(-c3ccccc3Cl)no2)CC1)NCc1ccc(Cl)cc1	6	-7
O=C(CCc1nc(-c2ccccc2F)no1)Nc1ccccn1	-4	-6
O=C(Nc1ccc(O)c(-c2nc3ccccc3o2)c1)c1ccc(Cl)cc1Cl	6	0
Cc1ccc(S(=O)(=O)NC2=NCN(c3ccc([N+](=O)[O-])cc3)CN2)cc1	2	-7

By substructure, the entries above with a COOH group.
SMILES	mHTT-CaM PPI inh	Pf apPOL inh
O=C(O)C1CSC(c2cccc(Br)c2)N1 (centres undefined)	-3	-5
COc1cccc(-c2nn(C)c3sc(C(=O)O)cc23)c1	5	-2
O=C(O)c1ccccc1NS(=O)(=O)c1ccc2nc(-c3ccccc3)[nH]c2c1	8	2
N=C1S/C(=C\c2ccc(-c3ccccc3C(=O)O)o2)C(=O)N1c1ccc2c(c1)OCO2	11	-8

(listing goes on)
SMILES	mHTT-CaM PPI inh	Pf apPOL inh
Cc1c(NC(=O)C2CC(c3ccccc3F)=NO2)c(=O)n(-c2ccccc2)n1C (centres undefined)	-7	-1
COc1ccccc1CNc1cccc(Cl)c1C	-73	-2
CCCCC[C@H](C)N1C[C@@H](COCc2ccccc2)Oc2cc(N3CCC[C@@H]3CO)ccc2S1(=O)=O	4	-8
CN(C)CCCn1c(-c2ccccc2)cc(=S)c2c1CCCC2	0	-6
COCOCCn1cc(CN2CCS(=O)(=O)N(Cc3ccc(-c4cccc(CO)c4)cc3)C(C)C2=O)nn1 (centres undefined)	3	-1
C1=C(c2ccccc2)Nc2ncnn2C1c1ccccc1 (centres undefined)	3	4
CCOC(=O)N1CCN(C(=O)C2CC(c3cccc(OC)c3)=NO2)CC1 (centres undefined)	-6	-8
COC(=O)c1sc(SC)c(-c2ccn[nH]2)c1C	x	-5&7
CCCCCC1CC(CSc2ncn[nH]2)OC1=O (centres undefined)	-5	-3
O=C(Nc1cccc(NC(=O)N2CCOCC2)c1F)N1CCOCC1	x	-2
COc1cccc(CNC(=O)CN2N=C(c3ccc(Cl)cc3)CCC2=O)c1	14	-15
CC1(C)CC2=NN(C(=O)c3ccco3)C(c3ccccc3)C2CO1 (centres undefined)	-3	-14
COc1cc(C2CC(=O)Nc3n[nH]c(C)c32)ccc1OCc1cccc(C)c1 (centres undefined)	20	-3
Cc1ccc(NC(=O)NCCC2CCN(C(=O)Nc3cccc(Cl)c3)CC2)cc1	0	-4
O=C(Nc1ccc(-c2nc3ccccc3[nH]2)cc1)c1cccc(F)c1	2	-16
CCOC(=O)c1nnc2c(Br)c(C)nn2c1C	x	-6
COCC(=O)N1CCOC(COc2cccc(C)c2)C1 (centres undefined)	-3	-2
COc1ccc(OC)c(/C=c2\sc3nc(-c4cccs4)nn3c2=O)c1	-1	5
COc1ccc(-c2coc3c4c(ccc3c2=O)OCN(Cc2ccccc2)C4)cc1OC	-1	-13
CS(=O)(=O)c1ccc(NC(=O)c2ccco2)cc1	-3	-6
CC(C)Oc1ccc(C(=O)Nc2c3c(nn2-c2cccc(Cl)c2)CS(=O)C3)cc1 (centres undefined)	36	-40
COCCCNC(=O)N1CCCC1c1nc(-c2ccccc2C)no1 (centres undefined)	13	0
CCc1ccccc1N1CC23C=CC(O2)C(C(=O)OCC(C)C)C3C1=O (centres undefined)	-2	3
OCCN1CCN(C2CCN(Cc3ccco3)CC2)CC1	2	-10
O=C(CSc1ccccn1)Nc1ccc(Br)c2cccnc12	1	-1

Single records, from the list above. Order of values: mHTT-CaM PPI inh	Pf apPOL inh
`Cc1ccccc1Nc1nnc(-c2cc3c(CO)cnc(C)c3oc2=O)s1` in the list: 9	-6
`COc1cc(S(=O)(=O)Nc2cc(Cl)ccc2O)c(OC)cc1Cl` in the list: -2	-11
`COC(=O)c1sc(SC)c(-c2ccn[nH]2)c1C` in the list: x	-5&7
`CCC(=O)Nc1nc2c(s1)CN(S(=O)(=O)c1ccccc1)CC2` in the list: 11	-8
`O=C(c1ccco1)N1CCc2nc3cc(-c4ccccc4Cl)[nH]n3c(=O)c2C1` in the list: 2	-1
